# Screens deposited in PubChem BioAssay by National Center for Advancing Translational Sciences (NCATS).
# FBPA Giardia inh: qHTS Assay for Inhibitors of Fructose-1,6-bisphosphate Aldolase from Giardia Lamblia | Potency, µM (series often up to 59.6 µM), for the others: at the highest dose activity, negative = inhibition, usual class: inhibitors | A8B2U2 | purified Giardia FBPA | hit rate 0.71% among 290,000; further: potency means the concentration at half of the fitted maximal effect; nearly all actives have a fitted effect of over 55% in size
# Target sequence (A8B2U2 whole entry, looked up): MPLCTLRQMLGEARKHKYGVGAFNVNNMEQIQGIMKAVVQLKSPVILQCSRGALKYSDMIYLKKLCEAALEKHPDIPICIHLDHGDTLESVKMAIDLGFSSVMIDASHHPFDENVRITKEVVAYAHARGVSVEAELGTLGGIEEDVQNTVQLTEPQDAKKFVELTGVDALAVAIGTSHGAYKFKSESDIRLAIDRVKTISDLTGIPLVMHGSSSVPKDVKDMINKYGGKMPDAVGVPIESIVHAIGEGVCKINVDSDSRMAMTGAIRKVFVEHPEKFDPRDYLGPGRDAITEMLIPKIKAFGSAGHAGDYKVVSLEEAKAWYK
#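 Giardia FBPA (40 nM reagent) was preincubated 10 min at RT with compound (up to 57.5 uM final), then substrate plus GAPDH/TPI/NAD/arsenate coupling system with diaphorase/resazurin was added; resorufin fluorescence (525/598 nm) was read after 20 min.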
# AMA1 RON2 block: qHTS for Inhibitors of AMA1-RON; Towards Development of Antimalarial Drug Lead: Primary Screen | Plasmodium falciparum AMA1 (3D7) - RON2 peptide interaction | AlphaScreen AMA1-biotinylated RON2 peptide binding | Potency, µM (highest dose often 58.2 µM), inactives show at the top dose activity change, negative = inhibition, most hits filed as inhibitors | hit rate 0.2% among 360,000;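 further: potency means the concentration at half of the fitted maximal effect; 0% = vehicle wells and -100% = peptide control; nearly all actives have a fitted effect of over 45% in size; some results filed as inactive show a strong effect at the top dose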
#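 AMA1 (3D7) with his tag at 25 nM final met compounds first, then biotinylated RON2 peptide at 25 nM; detection used donor plus acceptor beads, 10 µg/mL apiece, read by AlphaScreen after 30 min at room temperature.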
# HCMV antiviral: qHTS Assay for inhibitors of the human cytomegalovirus (HCMV) | HFF cells, HCMV-luciferase reporter, 72 h; hits give low values | activity change, negative = inhibition, % at 57.5 µM | hit rate 4.5% among 410,000; in the data active means activity change below about -60%; inconclusive means no clear call, values can overlap the other calls; inactive means above about -39%
#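 Compounds were evaluated in HFFs infected with an HCMV luciferase reporter virus (MOI 1 PFU/cell). Luciferase in lysates collected 72 h post infection served as the replication measure.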
# Active calls of the source: *; ? = inconclusive; . = no result given; [ ] = remark or other dose. Unless noted, the call rests on the fitted dose curve; in most records, active means well fitted curve in the direction sought with a large enough effect; inconclusive means small, poorly fitted or top-dose-only effect, or another doubt; inactive means no such curve, though single readings can be large; an effect the other way counts as inactive or inconclusive. Unless noted, on the % scale 0 is the no-effect control and ±100 the full control effect. A portion of the library; count on the stated rates, not on these rows.
O=C(c1ccccc1)c1ccc2n1CC[C@H]2C(=O)O
  FBPA Giardia inh: -4.8%[21.7 µM]
  AMA1 RON2 block: .
  HCMV antiviral: .

CCCN1CCCC(c2cccc(S(C)(=O)=O)c2)C1 (stereo unspecified)
  FBPA Giardia inh: -0.8%
  AMA1 RON2 block: .
  HCMV antiviral: .

CCCCCCCCCCCCCCC[C@H](O)[C@@H](N)CO
  FBPA Giardia inh: 0.5%
  AMA1 RON2 block: .
  HCMV antiviral: .

CC1O[C@@H](O[C@H]2C(Oc3cc(O)c4c(=O)cc(-c5ccc(O)cc5)oc4c3)OC(CO)C(O)C2O)C(O)C(O)C1O (stereo partly specified)
  FBPA Giardia inh: -12.6%
  AMA1 RON2 block: .
  HCMV antiviral: .

C#C[C@@]1(O)CC[C@@H]2[C@@H]3CCC4=CC(=O)CC[C@@H]4[C@H]3CC[C@]21CC
  FBPA Giardia inh: 2.4%[21.7 µM]
  AMA1 RON2 block: .
  HCMV antiviral: .

C[C@H](N[C@@H](C)COc1ccccc1)[C@H](O)c1ccc(O)cc1
  FBPA Giardia inh: -1.4%[21.7 µM]
  AMA1 RON2 block: .
  HCMV antiviral: .

CC1CC2C3CCC4=CC(=O)C=C[C@]4(C)[C@@]3(Cl)C(O)C[C@]2(C)C1(OC(=O)c1ccco1)C(=O)CCl (stereo partly specified)
  FBPA Giardia inh: 0.1%
  AMA1 RON2 block: .
  HCMV antiviral: .

CN1CCO[C@H](c2ccccc2)c2ccccc2C1
  FBPA Giardia inh: -5.3%[21.7 µM]
  AMA1 RON2 block: .
  HCMV antiviral: .

CNC1C(O)C2OC3OC(C)CC(=O)[C@@]3(O)O[C@H]2[C@H](NC)C1O (stereo partly specified)
  FBPA Giardia inh: 3.2%
  AMA1 RON2 block: .
  HCMV antiviral: .

CCC1C(=O)OC[C@H]1Cc1cncn1C (stereo partly specified)
  FBPA Giardia inh: 3.2%
  AMA1 RON2 block: .
  HCMV antiviral: .

C1CCC(C(C[C@@H]2CCCCN2)C2CCCCC2)CC1
  FBPA Giardia inh: 1.8%[21.7 µM]
  AMA1 RON2 block: .
  HCMV antiviral: .

Cc1cn(C2CC(O)C(CO)O2)c(=O)[nH]c1=O (stereo unspecified)
  FBPA Giardia inh: 7.2%
  AMA1 RON2 block: .
  HCMV antiviral: .

CC(C)(CO)[C@H](O)C(=O)NCCC(=O)O
  FBPA Giardia inh: -1.7%[21.7 µM]
  AMA1 RON2 block: .
  HCMV antiviral: .

CC(=O)Oc1ccc(C(=C2CCCCC2)c2ccc(OC(C)=O)cc2)cc1
  FBPA Giardia inh: -0.4%
  AMA1 RON2 block: .
  HCMV antiviral: .

NC(=O)C1(N2CCCCC2)CCN(CCCC(=O)c2ccc(F)cc2)CC1
  FBPA Giardia inh: -9.1%
  AMA1 RON2 block: .
  HCMV antiviral: .

CCOC(N)=O
  FBPA Giardia inh: 4.9%
  AMA1 RON2 block: .
  HCMV antiviral: .

CCCCC(=O)O[C@@]1(C(=O)CO)C(C)CC2C3CCC4=CC(=O)C=C[C@@]4(C)[C@]3(F)C(O)C[C@]21C (stereo partly specified)
  FBPA Giardia inh: -6.2%
  AMA1 RON2 block: .
  HCMV antiviral: .

OC[C@@H](O)CN1CCN(c2ccccc2)CC1
  FBPA Giardia inh: 4.8%[21.7 µM]
  AMA1 RON2 block: .
  HCMV antiviral: .

CN=C(NC#N)Nc1ccc(C2=NNC(=O)C[C@@H]2C)cc1
  FBPA Giardia inh: 10.0%
  AMA1 RON2 block: .
  HCMV antiviral: .

C=CCN1CC(C(=O)N(CCCN(C)C)C(=O)NCC)CC2c3cccc4[nH]cc(c34)CC21 (stereo unspecified)
  FBPA Giardia inh: 7.0%
  AMA1 RON2 block: .
  HCMV antiviral: .

# Some of the entries so far, with values under each structure:
# Below each compound – FBPA Giardia inh, AMA1 RON2 block, HCMV antiviral
CN=C(NC#N)Nc1ccc(C2=NNC(=O)C[C@@H]2C)cc1
 : 10.0%, ., .
CC(C)(CO)[C@H](O)C(=O)NCCC(=O)O
 : -1.7%[21.7 µM], ., .

# (continued)
COc1c(O)cc2c(c1O)C1OC(CO)C(O)[C@H](O)[C@H]1OC2=O (stereo partly specified)
  FBPA Giardia inh: 1.7%
  AMA1 RON2 block: .
  HCMV antiviral: .

NC(CC(=O)Nc1ccc(Oc2cc(F)c(F)cc2Br)cc1)C(=O)O (stereo unspecified)
  FBPA Giardia inh: ?
  AMA1 RON2 block: .
  HCMV antiviral: .

CC=CC1=C(C(=O)O)N2C(=O)[C@H](NC(=O)[C@H](N)c3ccc(O)cc3)[C@@H]2SC1
  FBPA Giardia inh: ?
  AMA1 RON2 block: .
  HCMV antiviral: .

Oc1ccc(/C=C\c2cc(O)cc(O)c2)cc1
  FBPA Giardia inh: 5.9%
  AMA1 RON2 block: .
  HCMV antiviral: .

CC1=C(C(=O)O)N2C(=O)C(NC(=O)C(N)c3ccc(O)cc3)C2SC1 (stereo unspecified)
  FBPA Giardia inh: ?
  AMA1 RON2 block: .
  HCMV antiviral: .

COc1nccc(-c2c(-c3ccc(F)cc3)ncn2C2CCC(O)CC2)n1 (stereo unspecified)
  FBPA Giardia inh: 7.5%
  AMA1 RON2 block: .
  HCMV antiviral: .

CC(=O)O[C@]1(C(C)=O)CC[C@@H]2[C@@H]3C=C(Cl)C4=CC(=O)[C@H]5C[C@@H]5[C@]4(C)[C@H]3CC[C@]21C
  FBPA Giardia inh: 3.2%[21.7 µM]
  AMA1 RON2 block: .
  HCMV antiviral: .

C=CCn1c(=O)n(C2OC(CO)C(O)C2O)c2nc(N)[nH]c(=O)c21 (stereo unspecified)
  FBPA Giardia inh: 2.1%
  AMA1 RON2 block: .
  HCMV antiviral: .

CC[C@H](NC(C)C)[C@H](O)c1ccc(O)c2[nH]c(=O)ccc12
  FBPA Giardia inh: -4.2%
  AMA1 RON2 block: .
  HCMV antiviral: .

COc1cc(N)c(Cl)cc1C(=O)N[C@H]1CCN(CCCOc2ccc(F)cc2)C[C@@H]1OC
  FBPA Giardia inh: -4.1%
  AMA1 RON2 block: .
  HCMV antiviral: .

# Complete entries, quoted from the list. Order of values: FBPA Giardia inh	AMA1 RON2 block	HCMV antiviral
# Listed for `C=CCn1c(=O)n(C2OC(CO)C(O)C2O)c2nc(N)[nH]c(=O)c21` (stereo unspecified) → 2.1%	.	.
# Listed for `OC[C@@H](O)CN1CCN(c2ccccc2)CC1` → 4.8%[21.7 µM]	.	.
# Listed for `Cc1cn(C2CC(O)C(CO)O2)c(=O)[nH]c1=O` (stereo unspecified) → 7.2%	.	.
# Listed for `CC(=O)O[C@]1(C(C)=O)CC[C@@H]2[C@@H]3C=C(Cl)C4=CC(=O)[C@H]5C[C@@H]5[C@]4(C)[C@H]3CC[C@]21C` → 3.2%[21.7 µM]	.	.
# Listed for `CCC1C(=O)OC[C@H]1Cc1cncn1C` (stereo partly specified) → 3.2%	.	.

# Next section:
C=C1c2cccc(O)c2C(O)=C2C(=O)[C@]3(O)C(O)=C(C(N)=O)C(=O)C(N(C)C)C3C(O)C12 (stereo partly specified)
  FBPA Giardia inh: ?
  AMA1 RON2 block: .
  HCMV antiviral: .

CC(=O)OCC(=O)[C@@]1(O)CC[C@@H]2[C@H]3CCC4=CC(=O)C=C[C@]4(C)[C@]3(F)[C@@H](O)C[C@@]21C
  FBPA Giardia inh: -1.1%[21.7 µM]
  AMA1 RON2 block: .
  HCMV antiviral: .

CN[C@H]1[C@@H](O)[C@@H](NC)[C@@H]2O[C@@]3(O)C(=O)C[C@@H](C)O[C@H]3O[C@H]2[C@H]1O
  FBPA Giardia inh: 2.6%[21.7 µM]
  AMA1 RON2 block: .
  HCMV antiviral: .

NC(N)=O
  FBPA Giardia inh: -0.1%
  AMA1 RON2 block: -7.0%
  HCMV antiviral: .

CC1(C)C2CC[C@]3(C)[C@H](C(=O)C=C4[C@@H]5C[C@@](C)(C(=O)O)CC[C@]5(C)CC[C@]43C)[C@@]2(C)CC[C@@H]1O[C@H]1O[C@H](C(=O)O)[C@@H](O)[C@H](O)[C@H]1O[C@@H]1O[C@H](C(=O)O)[C@@H](O)[C@H](O)[C@H]1O (stereo partly specified)
  FBPA Giardia inh: .
  AMA1 RON2 block: .
  HCMV antiviral: ?

COc1ccc(-c2cc(=S)ss2)cc1
  FBPA Giardia inh: .
  AMA1 RON2 block: .
  HCMV antiviral: 7.2

CC(C(=O)O)c1ccc2c(c1)CC(=O)c1ccccc1S2 (stereo unspecified)
  FBPA Giardia inh: .
  AMA1 RON2 block: .
  HCMV antiviral: 2.6

CCC(=O)N1CCN(c2ccc(-n3c(=O)ccc4cnc5ccc(-c6cnc7ccccc7c6)cc5c43)cc2C(F)(F)F)CC1
  FBPA Giardia inh: .
  AMA1 RON2 block: .
  HCMV antiviral: -83.0*

CC12CCC(=O)C=C1CCC1C2CCC2(C)C1CCC2(O)C(=O)CO (stereo unspecified)
  FBPA Giardia inh: .
  AMA1 RON2 block: -1.8%
  HCMV antiviral: 1.2

NC1CCN(c2nc3c(cc2F)c(=O)c(C(=O)O)cn3-c2ccc(F)cc2F)C1 (stereo unspecified)
  FBPA Giardia inh: .
  AMA1 RON2 block: 9.4%
  HCMV antiviral: -28.6

CCOC(=O)[C@H](CCc1ccccc1)N[C@@H](C)C(=O)N1Cc2ccccc2C[C@H]1C(=O)O
  FBPA Giardia inh: .
  AMA1 RON2 block: -17.8%
  HCMV antiviral: -21.5

# Quoted from the listing:
# C=CCn1c(=O)n(C2OC(CO)C(O)C2O)c2nc(N)[nH]c(=O)c21 (stereo unspecified) in FBPA Giardia inh shows 2.1%
# CCCN1CCCC(c2cccc(S(C)(=O)=O)c2)C1 (stereo unspecified) in FBPA Giardia inh shows -0.8%
